Bioassay records deposited in PubChem BioAssay by several laboratories.
RGS8-Gao: RGS8-Galphao binding modulators, primary screen, biochemical, multiplexed bead flow cytometry | Guanine nucleotide-binding protein G(o) subunit alpha (Homo sapiens), P09471 | actives lie on both sides | 220,000 tested, 0.34% active | response (percent of control binding), % at 10 µM; in the data active = response below about 60% or above about 140%; inactive = in between;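 note: Galphao activated as the GDP aluminium fluoride complex binding bead-coupled RGS8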
Mcl-1 Bim block: inhibitors of Bim peptide binding to Mcl-1, primary screen, biochemical, bead-based flow cytometry, multiplex | Induced myeloid leukemia cell differentiation protein Mcl-1 (Homo sapiens), Q07820 | AID 1009, 2008 | Bim peptide-Mcl-1 binding | inhibition, % at 10 µM | 190,000 tested, 0.1% active;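 note: 0% = no compound tracer wells and 100% = peptide blocker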
Target sequence (Q07820 whole entry, looked up): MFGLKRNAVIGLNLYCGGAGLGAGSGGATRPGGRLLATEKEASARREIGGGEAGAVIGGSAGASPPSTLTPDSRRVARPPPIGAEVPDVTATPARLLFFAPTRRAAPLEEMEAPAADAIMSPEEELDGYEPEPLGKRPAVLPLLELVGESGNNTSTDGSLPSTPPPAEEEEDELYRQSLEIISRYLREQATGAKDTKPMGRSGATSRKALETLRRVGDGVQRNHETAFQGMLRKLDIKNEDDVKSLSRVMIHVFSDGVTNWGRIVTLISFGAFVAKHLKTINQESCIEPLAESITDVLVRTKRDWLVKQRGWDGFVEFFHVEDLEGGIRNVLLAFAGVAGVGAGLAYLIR
Bfl-1 Bim block: inhibitors of Bim binding to Bfl-1, primary screen, biochemical, multiplexed, bead-based flow cytometry; Bcl-2-related protein A1 (Homo sapiens), Q16548; Bim-Bfl-1 binding inhibition; inhibition, % at 10 µM; 190,000 tested, 0.12% active;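 note: 0% = wells without compound plus tracer and 100% = blocker peptide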
GSH bead fluor: compound fluorescence on glutathione beads, profiling panel, artefact control, biophysical, 488/530 nm, flow cytometry; 190,000 tested, 0.25% active; fluorescence (KMESF) at 10 µM; AID 1776, 2009; GSH beads flow cytometry, compound fluorescence 488/530 nm; hits give high values; in the data active = fluorescence above about 89;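 note: glutathione beads carrying GST-tagged Bcl family fusion proteins plus one bare bead set; values are compound well signal with DMSO vehicle wells as background; inactives centre near 16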
Bim-Bcl-2: inhibitors of Bim-Bcl-2 binding, primary screen, biochemical, multiplexed, human Bcl-2 family. Bead-based flow cytometry, Bim peptide-Bcl-2 binding. inhibition, % at 10 µM. 190,000 tested, 0.06% active. AID 950, 2007; in the data active = inhibition above about 40%; inconclusive = no clear call, values can overlap the other calls;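 note: 0% = no compound wells with probe peptide and 100% = reference peptide inhibitor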
Target sequence (P10415 whole entry, looked up): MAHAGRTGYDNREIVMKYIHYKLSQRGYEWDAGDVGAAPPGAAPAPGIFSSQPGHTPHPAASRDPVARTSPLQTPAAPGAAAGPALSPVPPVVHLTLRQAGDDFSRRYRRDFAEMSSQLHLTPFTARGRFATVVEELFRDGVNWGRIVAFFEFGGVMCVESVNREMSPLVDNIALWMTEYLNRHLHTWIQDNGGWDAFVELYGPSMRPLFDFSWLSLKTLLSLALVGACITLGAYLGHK
RGS4-Gao reg: modulators of RGS4 binding to Galphao, primary screen, biochemical, multiplexed bead flow cytometry. Guanine nucleotide-binding protein G(o) subunit alpha (Homo sapiens), P09471. actives lie on both sides. binding response (% of control), % at 10 µM. 220,000 tested, 0.33% active. AID 1415, 2008; in the data active = binding response below about 49% or above about 150%; inactive = in between;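 note: fluorescent Galphao activated with aluminum fluoride binding bead-coupled RGS4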
Bim-Bcl-XL: inhibitors of Bim-Bcl-XL binding, primary screen, biochemical, multiplexed, bead flow cytometry, human Bcl-XL; 190,000 tested, 0.04% active; Bim peptide-Bcl-XL binding, fluorescence; inhibition, % at 10 µM; Bcl-2-like protein 1 (Homo sapiens), Q07817
Mcl1 Bid PPI: Mcl-1/Bid binding inhibitors, primary screen, biochemical, TR-FRET, 1536-well | 220,000 tested, 0.97% active | AID 1021, 2008 | inhibition, % at 21.7 µM | TR-FRET Mcl-1/Bid-Dy647 peptide binding;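 active = compounds that cut the binding signal by more than half at the single screening dose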;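 note: His-tagged Mcl-1 with europium anti-His antibody binding Bid BH3 peptide; 0% = Mcl-1 plus peptide wells and 100% = peptide-only wells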
RGS7-Gao: RGS7-Galphao binding modulators, primary screen, biochemical, multiplexed bead flow cytometry. Guanine nucleotide-binding protein G(o) subunit alpha (Homo sapiens), P09471. actives lie on both sides. binding response (% of control), % at 10 µM. 220,000 tested, 0.35% active. AID 1439, 2008; in the data active = binding response below about 49% or above about 150%; inconclusive = no clear call, values can overlap the other calls; inactive = in between;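 note: fluorescent Galphao held in activated GDP-AlF4 state binding bead-coupled RGS7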
Bim-Bcl-B: inhibitors of Bim-Bcl-B binding, primary screen, biochemical, multiplexed, human Bcl-2 family | bead-based flow cytometry, Bim peptide-Bcl-B binding | inhibition, % at 10 µM | 190,000 tested, 0.073% active | AID 951, 2007;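 note: 0% = tracer peptide without compound and 100% = reference inhibitor peptide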
Target sequence (Q9HD36 whole entry, looked up): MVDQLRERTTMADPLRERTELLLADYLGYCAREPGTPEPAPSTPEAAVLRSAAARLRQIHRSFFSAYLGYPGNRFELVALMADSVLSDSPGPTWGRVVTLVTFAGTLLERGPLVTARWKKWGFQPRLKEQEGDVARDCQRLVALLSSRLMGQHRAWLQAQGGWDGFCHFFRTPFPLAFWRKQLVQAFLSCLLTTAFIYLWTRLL
Bim-Bcl-W: inhibitors of Bim binding to Bcl-W, primary screen, biochemical, multiplexed, bead-based flow cytometry. Bim peptide-Bcl-W binding. inhibition, % at 10 µM. 190,000 tested, 0.02% active. AID 952, 2007;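 note: 0% = bound tracer without compound and 100% = peptide blocker; higher means less fluorescent Bim peptide bound to Bcl-W beads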
Target sequence (Q92843 whole entry, looked up): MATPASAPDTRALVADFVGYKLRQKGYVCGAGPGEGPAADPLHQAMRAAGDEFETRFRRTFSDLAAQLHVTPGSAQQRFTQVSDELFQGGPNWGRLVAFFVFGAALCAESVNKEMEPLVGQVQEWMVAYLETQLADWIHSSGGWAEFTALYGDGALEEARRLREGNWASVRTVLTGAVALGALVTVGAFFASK
The depositor's hits bear a star; u = inconclusive. Cut-off read from the data, not from the text of the source, unless noted: active = inhibition above about 40%. Not a hit list (roughly 1.8% active in at least one column).

SMILES	RGS8-Gao	Mcl-1 Bim block	Bfl-1 Bim block	GSH bead fluor	Bim-Bcl-2	RGS4-Gao reg	Bim-Bcl-XL	Mcl1 Bid PPI	RGS7-Gao	Bim-Bcl-B	Bim-Bcl-W
COc1ccc(/C=N/NC(=O)c2cc(-c3ccccc3OC(C)C)nc3ccccc23)cc1CN1CCOCC1	107	1	-14	13	-2	102	-3	-12	101	-7	-3
CCOc1cc(C(=O)OCC(=O)c2c(C)[nH]c3ccccc23)ccc1OCC(=O)N1CCOCC1	102	-2	-5	33	-8	100	-1	3	100	-7	-2
O=C(Nc1ccccc1)c1cccnc1Nc1ccccc1	99	0	0	12	-4	98	0	0	100	0	0
COc1cc(C(=O)NCC2CCCO2)cc(OC)c1OC (configuration not stated)	100	0	0	20	-17	103	0	-10	101	2	0
CCOc1ccc(OCC)c(NC(=O)CSc2nc3c(c(=O)n(C)c(=O)n3C)n2CC)c1	97	1	-9	40	-1	100	4	-13	101	-5	1
COc1cc(/C=C2/SC(=Nc3ccc(O)cc3)NC2=O)cc(OC)c1O	101	15	12	11	10	99	17	-51	95	14	14
O=C(COC(=O)c1cc(-c2cccc(Br)c2)nc2ccccc12)NCC1CCCO1 (configuration not stated)	100	0	-5	12	-5	102	0	2	u	-1	-2
CCOc1ccc(CNC(=O)C(CC)n2nc(C)n3c(cc4occc43)c2=O)cc1OC (configuration not stated)	93	4	3	11	0	93	4	-41	88	1	1
CCOC(=O)c1cc(NC(=O)COC)ccc1O	100	-1	-4	16	-2	98	-6	-22	100	-5	-1
O=C(NNc1ccccc1Cl)C(O)(c1cccc(C(F)(F)F)c1)c1cccc(C(F)(F)F)c1	103	-3	0	25	0	98	-5	3	98	-5	-2
CC(C)OC(=O)CSc1nc(-c2ccc(F)cc2)cc(C(F)(F)F)n1	102	-21	-17	55	-22	101	-19	10	105	-29	-23
CC1=NN(C(=O)c2csc(C)c2C)C(O)(C(F)(F)F)C1 (configuration not stated)	89	-3	-11	13	-2	94	-4	-10	94	-5	-2
COC(=O)C(NC(=O)c1ccc(F)cc1)(Nc1nc(C)cs1)C(F)(F)F (configuration not stated)	99	3	-4	5	-3	98	0	-32	96	-6	4
CCc1ccc(NC(=S)N(CCN2CCCCC2)Cc2ccco2)cc1	104	0	-13	13	-2	101	-5	-34	101	-6	-2
O=C(Nc1cccc(S(=O)(=O)N2CCOCC2)c1)c1ccc(N2CCOCC2)c([N+](=O)[O-])c1	101	-7	-1	10	-6	100	-3	-7	97	-5	-4
O=C(CN(c1ccc(F)cc1)S(=O)(=O)c1ccc2c(c1)OCCO2)NCc1ccccc1	105	0	-12	31	-8	102	-3	-11	99	-6	0
CCc1ccccc1NC(=S)N(Cc1cccc(C)c1)c1cccnc1	99	-1	-2	11	-4	105	-2	-39	108	-5	-3
COc1ccc(/C=C2\N=C3CCCCCN3C2=O)cc1OC	93	-2	0	12	-2	96	-5	-36	91	-4	-1
Cc1ccc(C(=O)NCCOc2cccc(C)c2)cc1	99	0	-3	12	-4	96	-2	-9	98	-1	0
CCCCOC(=O)c1ccc(NC(=O)c2cnccn2)cc1	103	-3	-11	14	-10	101	-4	-27	98	-6	0
CC(C)C(NC(=O)c1ccco1)C(=O)OCc1cc([N+](=O)[O-])cc2c1OCOC2 (configuration not stated)	101	-2	-5	17	1	101	-3	-16	u	-4	-1
CCC1=NN2C(=N)/C(=C/c3c(C)nn(-c4ccccc4)c3Cl)C(=O)N=C2S1	101	-2	-1	10	0	101	-8	-65	99	-5	-5
C[C@H](NC(=O)c1nc[nH]c1C(=O)N[C@@H](Cc1ccccc1)C(=O)OC(C)(C)C)c1ccccc1	91	-2	-5	19	-2	85	-2	-22	80	-2	0
CCc1ccccc1NC(=O)C(C)n1nc([N+](=O)[O-])c(Br)c1C (configuration not stated)	103	3	-11	7	-2	102	-1	-6	101	-4	1

Entries of single compounds, quoted from the list:
CCc1ccccc1NC(=O)C(C)n1nc([N+](=O)[O-])c(Br)c1C (configuration not stated) across the screens: RGS8-Gao = 103; Mcl-1 Bim block = 3; Bfl-1 Bim block = -11; GSH bead fluor = 7; Bim-Bcl-2 = -2; RGS4-Gao reg = 102; Bim-Bcl-XL = -1; Mcl1 Bid PPI = -6; RGS7-Gao = 101; Bim-Bcl-B = -4; Bim-Bcl-W = 1
CCC1=NN2C(=N)/C(=C/c3c(C)nn(-c4ccccc4)c3Cl)C(=O)N=C2S1 across the screens: RGS8-Gao = 101; Mcl-1 Bim block = -2; Bfl-1 Bim block = -1; GSH bead fluor = 10; Bim-Bcl-2 = 0; RGS4-Gao reg = 101; Bim-Bcl-XL = -8; Mcl1 Bid PPI = -65; RGS7-Gao = 99; Bim-Bcl-B = -5; Bim-Bcl-W = -5

Copied from the list:
Result for `C[C@H](NC(=O)c1nc[nH]c1C(=O)N[C@@H](Cc1ccccc1)C(=O)OC(C)(C)C)c1ccccc1` under GSH bead fluor: 19
Result for `O=C(Nc1cccc(S(=O)(=O)N2CCOCC2)c1)c1ccc(N2CCOCC2)c([N+](=O)[O-])c1` under RGS7-Gao: 97

Further results
SMILES	RGS8-Gao	Mcl-1 Bim block	Bfl-1 Bim block	GSH bead fluor	Bim-Bcl-2	RGS4-Gao reg	Bim-Bcl-XL	Mcl1 Bid PPI	RGS7-Gao	Bim-Bcl-B	Bim-Bcl-W
Oc1ccccc1/C=N/Nc1ncc(Br)cn1	104	-3	-2	5	-2	102	-2	-72	98	-2	-1
Cc1ccc(NS(=O)(=O)c2cc(C(=O)NCCSC3CCCCC3)ccc2C)cc1	101	-1	-18	11	-11	101	-9	1	97	-7	-4
CC(=O)N1CCc2cc(S(=O)(=O)NCCC(=O)Nc3ccc4c(c3)OCCO4)ccc21	99	-5	-19	25	-9	100	-9	-17	103	-11	-5
CN(Cc1ccccc1)CC(O)COc1ccc(CNCc2ccc(Cl)s2)cc1 (configuration not stated)	117	-5	0	18	-1	110	-1	-34	104	-3	-1
CN1CCC(NC(=S)Nc2cccc([N+](=O)[O-])c2)CC1	102	-3	0	24	-1	101	-5	-58	103	-21	0
O=C(OCC(=O)N1CCOCC1)c1ccc(Cl)nc1	97	0	-2	29	-1	93	-3	-13	94	-7	0
Cc1cccc(N2C(=O)c3cccc4c(N5CCCCC5)c([N+](=O)[O-])cc(c34)C2=O)c1C	102	0	-2	9	-1	100	-6	-4	101	-5	-2
CCONC(=O)Nc1ccccc1	101	-6	-1	11	-1	102	-5	-1	96	-3	-5
O=S1(=O)N=C(N2CCN(Cc3ccc4c(c3)OCO4)CC2)c2ccccc21	96	-3	-19	26	-19	100	-10	-29	92	-8	-1
Cc1c(-c2ccccc2)oc2c(C(=O)N3CCN(c4ccc([N+](=O)[O-])cc4)CC3)cccc2c1=O	98	-7	-3	11	-3	96	-5	-9	96	-7	-5
CCCC(=Nc1ccccc1OC)C1=C(O)CC(c2ccccc2)CC1=O (configuration not stated)	79	-3	-3	10	-3	91	-8	-16	95	-6	-4
CCCOc1ccc(C(=O)Nc2ccc(S(=O)(=O)Nc3onc(C)c3C)cc2)cc1	96	-1	-2	27	0	94	-1	-13	92	-4	-1

Continued, starting with the last 4 of the part before.
SMILES	RGS8-Gao	Mcl-1 Bim block	Bfl-1 Bim block	GSH bead fluor	Bim-Bcl-2	RGS4-Gao reg	Bim-Bcl-XL	Mcl1 Bid PPI	RGS7-Gao	Bim-Bcl-B	Bim-Bcl-W
O=S1(=O)N=C(N2CCN(Cc3ccc4c(c3)OCO4)CC2)c2ccccc21	96	-3	-19	26	-19	100	-10	-29	92	-8	-1
Cc1c(-c2ccccc2)oc2c(C(=O)N3CCN(c4ccc([N+](=O)[O-])cc4)CC3)cccc2c1=O	98	-7	-3	11	-3	96	-5	-9	96	-7	-5
CCCC(=Nc1ccccc1OC)C1=C(O)CC(c2ccccc2)CC1=O (configuration not stated)	79	-3	-3	10	-3	91	-8	-16	95	-6	-4
CCCOc1ccc(C(=O)Nc2ccc(S(=O)(=O)Nc3onc(C)c3C)cc2)cc1	96	-1	-2	27	0	94	-1	-13	92	-4	-1
O=C(COc1nc2ccccc2nc1N1CCOCC1)N1CCc2ccccc21	99	2	1	16	-1	99	0	-38	100	0	0
Cc1cc(C(=O)COC(=O)C(C)NC(N)=O)c(C)n1Cc1ccco1 (configuration not stated)	101	0	-4	16	-1	101	-2	-47	u	-1	2
CCN(CC)C(=O)CSc1ncnc2c1nnn2-c1ccc(F)cc1	101	2	-9	14	-6	97	-3	-33	100	-8	2
O=C(NNC(=O)c1cc(-c2ccccc2)nc2ccccc12)Nc1cccc(Cl)c1	100	2	-6	14	-3	96	-1	-10	97	-2	1
COc1cc(C(=O)NCCC2=CCCCC2)cc(OC)c1OC	102	-5	-9	23	-11	103	-4	-31	100	-4	1
CCOC(=O)N/N=C\c1sccc1C	92	0	-14	12	-2	95	0	-7	97	-1	0
C=CCN1C2CCCC1CC(NC(=S)Nc1cccc(OC)c1)C2 (configuration not stated)	108	-5	-9	17	-8	101	-5	-81	102	-7	-4
CC(C)(C)NC(=O)CSc1nnnn1C(C)(C)C	105	0	-8	11	-9	105	-3	-27	105	-9	0
CCOC(=O)Cn1c(=N)n(CCOc2ccc3ccccc3c2)c2ccccc21	106	2	-11	12	-8	109	-2	-7	109	-7	-1
COc1ccc(C(=O)/C=C/c2cccs2)c(OC(=O)c2cccc([N+](=O)[O-])c2)c1	97	-1	-9	36	-8	101	-5	-4	96	-12	2
CCCCC(=O)Nc1ccc(C(=O)Nc2nnc(COC)s2)cc1	99	0	-2	22	-3	98	-2	-27	98	-2	-1
O=C(COC(=O)c1ccc(S(=O)(=O)N2CCCC2)cc1)Nc1ccc(N2CCOCC2)cc1	100	-2	-1	65	0	103	-5	-20	101	-2	-4
CCn1ncc(/C=C/C(=O)NCc2cn(C)nc2C)c1C	97	0	4	9	12	93	1	-13	95	14	-1
O=C(Cc1ccccc1)Nc1c(C(=O)N2CCCCCC2)cnn1-c1ccccc1	103	-2	-3	19	7	99	-3	-6	98	-5	0
